High-throughput results (PubChem BioAssay)
HTR5A inv ctr – HTR5A inverse agonism, opioid heterodimer counter-screen; P47898; HTR5A cell line, luminescence; inhibition, % at 9.3 µM; actives 0.083% (n = 340,000); AID 504634; in the data active = inhibition mostly above about 23%, no sharp cut-off; inactive = mostly below about 18%;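 note: 0% = cells with DMSO and 100% = no-cell wells with DMSO; some compounds called inactive have numbers as strong as hits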
Target sequence (P47898 whole entry, looked up): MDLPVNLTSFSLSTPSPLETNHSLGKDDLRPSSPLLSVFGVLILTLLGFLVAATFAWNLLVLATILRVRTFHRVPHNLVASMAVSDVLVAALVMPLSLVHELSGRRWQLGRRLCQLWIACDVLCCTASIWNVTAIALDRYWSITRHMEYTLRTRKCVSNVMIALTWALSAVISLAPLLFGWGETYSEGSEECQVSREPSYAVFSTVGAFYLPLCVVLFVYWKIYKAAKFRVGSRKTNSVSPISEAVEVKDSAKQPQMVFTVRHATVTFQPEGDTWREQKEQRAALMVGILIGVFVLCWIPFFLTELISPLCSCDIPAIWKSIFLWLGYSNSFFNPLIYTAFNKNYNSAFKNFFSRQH
dFosB activator – activators of mouse delta FosB homodimer | P13346 | purified delta FosB, TAMRA-CDK5 oligo fluorescence polarization; percent of positive-control signal above neutral wells | activation, % at 25 µM | actives 0.99% (n = 340,000) | AID 493131;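 active = mean activation above about 17%, with every replicate also reaching it, limit read from the data, passing the limit was not always enough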;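 note: fluorescence polarization rise as delta FosB binds a TAMRA Cdk5 AP-1 oligo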
SR-BI DiI inh – blocks mouse SR-BI lipid uptake from DiI-HDL | actives 0.96% (n = 320,000) | AID 488896 | ldlA[mSR-BI] CHO cells, DiI-HDL uptake fluorescence, 3 h | inhibition, % at 12.5 µM | Q61009;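 active = mean replicate inhibition of at least 70% and a set share of replicates each scoring 70 or more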;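 note: 0% = median of neutral control wells and 100% = median of positive control wells; values of inactives mirror those of a sister screen read the other way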
Target sequence (Q61009 whole entry, looked up): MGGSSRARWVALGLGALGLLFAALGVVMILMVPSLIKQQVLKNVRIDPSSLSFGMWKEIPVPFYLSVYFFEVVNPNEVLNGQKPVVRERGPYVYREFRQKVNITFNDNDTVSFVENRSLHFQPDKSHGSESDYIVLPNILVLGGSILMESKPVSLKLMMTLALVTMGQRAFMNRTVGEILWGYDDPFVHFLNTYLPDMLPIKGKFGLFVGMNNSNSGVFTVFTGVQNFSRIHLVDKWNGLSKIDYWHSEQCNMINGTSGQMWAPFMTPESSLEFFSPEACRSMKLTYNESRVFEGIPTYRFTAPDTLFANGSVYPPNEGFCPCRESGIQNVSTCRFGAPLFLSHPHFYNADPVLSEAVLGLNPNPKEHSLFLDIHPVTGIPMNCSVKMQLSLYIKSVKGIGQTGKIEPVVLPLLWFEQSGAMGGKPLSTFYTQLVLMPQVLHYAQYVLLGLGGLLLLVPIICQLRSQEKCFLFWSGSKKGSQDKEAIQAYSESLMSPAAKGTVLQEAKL
PvdQ acylase – P. aeruginosa PvdQ acylase inhibition; purified PvdQ acylase, fluorescence plate reader; inhibition, % at 10 µM; actives 0.063% (n = 340,000); AID 488965; in the data active = inhibition above about 30%, passing the limit was not always enough;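 note: 0% = vehicle neutral wells and 100% = reference inhibitor wells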
NSD2 HMT inh – blocks human histone methyltransferase NSD2; inhibition, % at 12.5 µM; AID 743445; NSD2 peptide methylation, AlphaScreen, 120 min; actives 0.54% (n = 310,000); in the data active = inhibition above about 50%
CDK5 inh – CDK5/p35 (human) kinase inhibition; Q00535+Q15078; Recombinant CDK5/p35, ADP-Glo luminescence, 60 min; inhibition, % at 10 µM; actives 0.01% (n = 330,000); AID 488839;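 active = highest replicate inhibition of at least 50% and at least 75% of replicates reaching 50%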;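 note: plate controls were DMSO neutral control for no effect and GW8510 at 10 µM for full effect; many of its hits are not listed in these tables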
V-ATPase pHluor – regulators of yeast V-ATPase proton transport | S. cerevisiae, pHLuorin cytosolic pH fluorescence | actives 0.37% (n = 350,000) | response, % at 10 µM; in the data active = response mostly above about 7.3%, no sharp cut-off; inactive = mostly below about 5.4%; note: actives read high; inactives centre near 0; some compounds called inactive have numbers as strong as hits; reference of the scale not given here
HTR5A ag ctr – HTR5A agonism, opioid heterodimer counter-screen; actives 0.61% (n = 340,000); HTR5A agonist assay, luminescence, cell-based; AID 504692; P47898; activation, % at 9.3 µM; in the data active = activation mostly above about 9.5%, no sharp cut-off; inactive = mostly below about 7.6%;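 note: 0% = cells with vehicle only and 100% = reference agonist; strong numbers were not always called active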
Wnt act – activates Wnt/beta-catenin signaling in a reporter cell assay; activator, plate reader; activation, % at 9.35 µM; actives 1.2% (n = 300,000); AID 743398; in the data active = activation above about 30%, passing the limit was not always enough;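 note: 0% = neutral control wells and 100% = positive control wells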
MITF TRPM1 HTS – MITF TRPM1 promoter activation in melanoma cells | SK-MEL-5 TRPM1-promoter luciferase, 24 h; % of positive control, neutral wells = 0 | AID 588334 | actives 0.75% (n = 300,000) | activation, % at 12.5 µM;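 active = mean activation of at least 80% with every replicate also reaching 80%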;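 note: 0% = neutral control wells and 100% = parthenolide positive control wells; values of inactives mirror those of a sister screen read the other way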
* = called active by the depositor; x = no result given.

SMILES	HTR5A inv ctr	dFosB activator	SR-BI DiI inh	PvdQ acylase	NSD2 HMT inh	CDK5 inh	V-ATPase pHluor	HTR5A ag ctr	Wnt act	MITF TRPM1 HTS
CS(=O)(=O)NCC(c1cccnc1)N1CCN(c2ccccc2F)CC1 (centres undefined)	7	-5	x	-7	0	-0.8	-2	-5	-2	3
O=C(NCCS(=O)(=O)N1CCC2(CC1)OCCO2)c1ccccc1	7	2	-23	5	0	3.8	-11	-3	1	3
Cc1ccc(S(=O)(=O)Nc2cc(S(=O)(=O)N3CCOCC3)ccc2NCC2CCCO2)cc1 (centres undefined)	-7	-11	-18	-1	7	0.7	-3	3	-3	4
CC(Oc1ccc(C(=O)c2ccccc2)cc1)C(=O)Nc1ccc(S(N)(=O)=O)cc1 (centres undefined)	-2	-10	-11	-13	3	-0.4	0	0	-3	-2
O=C(NS(=O)(=O)Nc1ccccn1)c1c[nH]c2ccccc12	-5	0	-8	13	3	0.3	-2	3	2	-19
CCc1ccc(C2CC(c3ccc(F)cc3)Nc3nc(N)nn32)cc1 (centres undefined)	11	-4	2	-13	x	-2.0	-1	-4	1	3
CCCCCCCCCCCCN1[C@@H](CC(=O)OC)c2cc(C(F)(F)F)ccc2S1(=O)=O	-10	-7	-6	11	x	1.1	5	1	0	-3
COc1ccc(S(=O)(=O)N2CCCC(C(=O)Nc3cccnc3)C2)cc1Cl (centres undefined)	-9	-8	11	3	-1	-1.8	-1	3	0	-12
COCC(C)NC(=O)CSc1nc(-c2ccccc2)c(-c2ccccc2)o1 (centres undefined)	-11	-11	47	-19	2	-0.2	-3	3	-4	-28
COc1cc(OC)c(C#N)c(S(=O)(=O)Cc2ccccc2)c1	8	-2	21	-13	-1	-0.7	0	-8	x	11
Cc1ccc(NC(=O)CSCC(=O)Nc2ccccc2C(=O)N2CCCCC2)cc1	6	-15	-30	-12	0	0.4	-3	-2	-3	0
CC(=O)c1ccc(N(CC(=O)NCCc2ccccc2)C(=O)c2csnn2)cc1	-1	2	8	-21	70*	1.4	5	-2	-1	8
O=C(CSc1n[nH]c(-c2ccncc2)n1)NCCc1ccccc1	11	-2	-7	-18	-3	-3.4	-2	5	x	-12
Cc1cc(C)c(S(=O)(=O)N2CCOC2CNC(=O)C(=O)NCCc2ccc(S(N)(=O)=O)cc2)c(C)c1 (centres undefined)	-20	-9	17	13	x	1.0	1	7	-3	x
CCC(CC)c1nnc(NC(=O)c2ccc([N+](=O)[O-])cc2)s1	-4	10	-18	-7	-2	-1.7	-2	1	3	-6
COc1ccc(S(=O)(=O)N2CCCCCC2)cc1C(=O)OCC(=O)NC(C)(C)C	-6	1	14	-7	-2	-0.5	1	4	-2	-11
COc1ccc(S(=O)(=O)N2CCCC2C(=O)NCc2cccs2)cc1 (centres undefined)	2	2	-2	3	8	2.7	2	5	x	-8
COC(=O)C1=C(N)Oc2cc(C)n(CC3CCCO3)c(=O)c2C1c1ccccc1 (centres undefined)	24	0	0	-11	0	-1.0	-4	-10	-1	5
CC(C)Oc1ccc(S(=O)(=O)N2CCOCC2)cc1NC(=O)CN1C(=O)c2ccccc2C1=O	1	-6	-8	-6	17	0.1	-1	0	-1	x
O=S(=O)(c1ccc(C(F)(F)F)cc1)N1CCCN(c2ccc(C(F)(F)F)cn2)CC1	x	-3	2	-12	-1	2.1	7	x	-2	x

Records listed above marked active in NSD2 HMT inh:
SMILES,dFosB activator,SR-BI DiI inh,PvdQ acylase,NSD2 HMT inh,CDK5 inh,V-ATPase pHluor,Wnt act,MITF TRPM1 HTS
CC(=O)c1ccc(N(CC(=O)NCCc2ccccc2)C(=O)c2csnn2)cc1,2,8,-21,70*,1.4,5,-1,8

Continuation:
SMILES	HTR5A inv ctr	dFosB activator	SR-BI DiI inh	PvdQ acylase	NSD2 HMT inh	CDK5 inh	V-ATPase pHluor	HTR5A ag ctr	Wnt act	MITF TRPM1 HTS
Cc1noc(C)c1NC(=O)Nc1cccc2c1O[C@H](CN(C)C(=O)NC(C)C)[C@@H](C)CN([C@H](C)CO)C2=O	-4	10	2	8	x	1.0	-1	-3	0	-12
C/C(Cn1nnc2ccccc21)=N/OC(=O)c1c(F)cccc1F	4	-2	-19	-3	-6	0.2	2	-2	-1	6
CCn1cc(SCC(=O)NCC2CCCO2)c2ccccc21 (centres undefined)	-29	8	9	-14	x	-0.5	-4	9	0	16
O=C(Nc1ccc(C(F)(F)F)cc1Cl)c1ccc(Cn2cc(Br)cn2)o1	-4	-16	-17	-12	x	-1.2	-2	5	-3	7
O=C(Nc1ccccc1N1CCCCC1)c1ccco1	6	9	29	-17	-4	1.6	0	-2	x	-5
COc1cccc(NC(=O)N2CCCc3ccccc32)c1	5	-6	28	-5	1	-2.1	1	-2	0	-6
C[C@@]12CCC3[C@@](CCC4[C@@]3(C)CCC[C@@]4(C)C(=O)NC3CCCCC3)(CC1=O)C2 (some centres undefined)	-9	-4	15	-1	x	-1.7	0	-2	-2	-5
CC(C)(C)NC(=O)C1CC(=O)N(CCc2ccc(F)cc2)C1 (centres undefined)	11	4	5	-8	1	-0.6	-2	-3	0	-3
CC(OC(=O)C1CC(O)CN1S(=O)(=O)c1ccccc1[N+](=O)[O-])C(=O)N1CCCCC1 (centres undefined)	-3	2	-14	-2	4	-7.6	1	-4	-4	-4
Cc1cccn2c(CNCCCn3ncc4ccccc43)c(C(=O)N3CCCCC3)nc12	-19	2	-9	-12	0	-0.1	1	1	-1	-9
Cc1nc(N)sc1-c1csc(Nc2cccc(O)c2)n1	-9	-12	-4	7	5	0.0	3	3	5	29
Cc1cc(C)n(CCSCC(=O)O)n1	8	2	3	2	-4	5.7	-6	1	1	7
c1ccc(Oc2cc(-c3ccccc3)ncn2)cc1	-5	2	-20	-21	17	-0.7	-5	1	x	x
O=c1cc(NCc2ccccc2)nc2n1CCCS2	-16	0	-17	3	1	1.5	0	3	-3	-1
CC(C)c1ccccc1NC(=S)NC1CCCCC1	-3	1	21	-2	4	1.0	1	1	0	12
CC1=C(C(=O)Nc2ccc(C)cc2C)C(c2ccc(C)o2)NC(=S)N1 (centres undefined)	-9	-5	45	-4	0	2.1	9	-5	11	-9
CCOC(=O)c1cc2sc(C)cc2n1CC(=O)N1CCN(C(=O)c2ccco2)CC1	-12	-5	11	-1	1	-2.8	-1	5	x	-8
Cc1ccc(NC(=O)c2cccc(Cl)c2)nc1	-4	1	-4	-2	10	-0.1	3	2	x	33
C[C@@H]1C=C(C(=O)NCc2nc3ccccc3[nH]2)O[C@H](OCCCCO)C1	32	1	-13	1	x	-1.2	-1	2	0	-3
COc1ccc(NC(=O)c2cccc(N3C(=O)C4CCC(C)CC4C3=O)c2)c(OC)c1 (centres undefined)	11	-6	x	5	5	0.0	-3	-4	0	-2
N#C/C(=C\c1cn(Cc2ccc(C#N)cc2)c2ccccc12)C(=O)NCc1cccs1	13	-1	3	-7	-2	-2.4	1	9	-2	5
COc1ccc(-c2[nH]ncc2CN(C)CCN2CCOCC2)cc1F	-3	0	-6	-9	-1	0.9	-1	3	-1	4
COCCn1c(C)cc2c(c1=O)C(c1ccco1)C(C#N)=C(N)O2 (centres undefined)	-26	3	-36	-4	2	-0.3	-2	-1	x	11
Cc1cc(C)c(S(=O)(=O)N2CCCC2=O)c(C)c1N(C)S(C)(=O)=O	7	1	-17	-12	-4	0.1	2	-2	-1	x
O=C(Nc1ccon1)Nc1ccc(F)cc1F	5	-4	-25	-1	-2	3.4	-2	1	-1	-4
CCOC(=O)N1CCN(C(=O)CCC2CCCC2)CC1	7	-13	-7	-8	-2	-4.8	-1	-2	-2	7
S=C(NCCNC(=S)Nc1ccccc1)Nc1ccccc1	12	-1	-20	-3	1	0.2	-1	-3	13	x
O=C(COC(=O)Cn1nnc2ccccc21)NC1CCCC1	20	2	-15	-9	x	-0.1	-3	-8	-1	-3
O=C1OCCN1C(=O)[C@H]1[C@H](c2ccc(F)cc2)C(c2ccccc2)=NN1c1ccccc1	-2	-6	-8	-7	x	2.9	-2	1	-2	0
O=C(O)c1ccc(NS(=O)(=O)c2cccc(C(=O)Nc3ccccc3[N+](=O)[O-])c2)cc1	7	1	-17	-8	-1	-0.1	0	-2	3	-6
CCOc1ccc2oc(C(=O)NC3CCN(Cc4ccccc4)CC3)c(C)c2c1	-11	-12	-3	-3	-1	0.1	-4	4	-3	-13
Cc1nn(-c2ccccc2)c(C)c1[N+](=O)[O-]	-6	3	8	-11	-2	-0.8	1	5	-1	0
COc1ccc(C(=O)O)cc1S(=O)(=O)NCc1cccnc1	-15	-1	1	-6	0	-1.4	0	4	0	-8
CC(=O)c1sc(-c2ccccc2)cc1NS(=O)(=O)c1ccccc1	x	1	-6	17	-4	1.7	-5	x	-7	x
O=C1/C(=C\c2ccc(O)cc2)SC(=S)N1c1cccnc1	4	10	4	-10	0	0.4	-2	-2	-2	-2
O=C(Nc1nc(-c2ccc(S(=O)(=O)N3CCCC3)cc2)cs1)c1cccs1	-5	-3	66	-5	-3	0.9	-5	1	x	-32
O=C(NCc1cccc(C(F)(F)F)c1)C1CCCN(c2ncccn2)C1 (centres undefined)	-9	-2	-3	-4	1	-0.6	4	-3	x	0
COCCNC(=O)CN1N=C(c2ccc(C)cc2)CCC1=O	1	0	-16	1	4	-0.7	0	0	2	13
CN(C)c1ccc(C=NC(CO)C(O)c2ccc([N+](=O)[O-])cc2)cc1 (centres undefined)	6	-1	1	-15	-3	1.4	1	-2	4	4
CCCc1cc(=O)[nH]c(SCc2nc3ccccc3s2)n1	2	7	-7	-14	-2	-0.4	1	-1	-1	-5
Cc1ccc(OCc2cc(C(=O)N(CCO)Cc3cccs3)no2)cc1C	-14	-11	-15	-2	-1	0.5	1	4	27	86*
O=C(CNC(=S)N(Cc1ccccc1)Cc1cccnc1)N1CCOCC1	-1	5	-43	11	0	0.4	-2	0	1	2
COc1ccc(C(=O)c2cc([N+](=O)[O-])ccc2N2CCN(C)CC2)cc1	-6	-2	19	-1	8	2.9	-1	2	-21	-9
CC1CC(C)CN(S(=O)(=O)c2ccc(C(=O)N3CCOCC3)cc2)C1 (centres undefined)	14	4	-9	-1	-5	-0.6	4	-1	2	-10
c1ccc(-c2nc(N3CCOCC3)c3ccccc3n2)nc1	16	-14	-10	-6	64*	-1.5	0	2	x	-19
Cc1cc(NC(=O)COC(=O)c2cccc(S(=O)(=O)N(C)C3CCCCC3)c2)no1	-18	-19	x	-15	x	-2.8	-1	6	-3	-5
Cc1ccc(S(=O)(=O)NCCSc2nnnn2C)cc1	-2	-2	-13	-2	-1	-1.2	-1	1	x	x
CC(C)(C)CC(=O)NCCCN1CCOCC1	-10	3	-12	-18	-2	1.0	4	3	0	5
CNS(=O)(=O)c1cn(CC(=O)NCc2ccccc2OC)cc1S(=O)(=O)NC	1	4	1	-10	0	-1.2	-5	0	2	3
CSc1nnc(C)c(=O)n1COC(=O)c1ccc([N+](=O)[O-])cc1	10	5	x	-9	-1	-3.0	-5	2	-3	1
CCOc1ccc(-n2ccn(CC(=O)NCCc3ccccc3)c(=O)c2=O)cc1	-29	11	-9	-14	-1	0.7	-1	3	-1	0
COCCn1c(=S)[nH]c2ncccc2c1=O	1	-4	-8	-10	-11	-0.1	6	0	-4	x
COc1ccc(NC(=O)C2=NN(C3CCS(=O)(=O)C3)C(=O)CC2)cn1 (centres undefined)	7	12	-17	-12	26	3.8	-4	-2	-1	-1
O=c1[nH]c(CN2CCN(c3ccccc3)CC2)nc2scc(-c3ccccc3)c12	-11	-4	x	5	2	0.4	-3	3	x	20
